NOD1 inhibition – NOD1 signaling inhibitors, primary screen, cell-based, luminescence, uHTS (AID 1578); NOD1-driven NF-kB luciferase reporter cells, luminescence; higher % means a stronger effect; one-dose inhibition, % at 4 µM; EC50 in µM for titrated hits; actives 1% (n = 290,000); in the data active means inhibition mostly above about 36%, no sharp cut-off; inactive means mostly below about 34%;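 further: HEK-293T reporter cells stimulated with the NOD1 agonist gamma-tri-DAP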
GPR35 antagonists – GPR35 antagonists blocking zaprinast-driven arrestin recruitment, primary screen, imaging, U2OS, beta-arrestin-GFP, zaprinast agonist (AID 2058); G-protein coupled receptor 35 (Homo sapiens); U2OS GPR35 beta-arrestin-GFP translocation imaging, zaprinast antagonism; higher % means a stronger effect; one-dose inhibition, % at 10 µM; IC50 in µM for titrated hits; actives 0.052% (n = 290,000);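 active means inhibition of at least 50% with at least 30 cells and total cytoplasm GFP at most 10,000,000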
GPR55 antagonists – GPR55 antagonists blocking LPI-driven arrestin recruitment, primary screen, imaging, U2OS, beta-arrestin-GFP, LPI agonist (AID 2013) | U2OS GPR55 beta-arrestin-GFP translocation imaging, LPI antagonism; higher % means a stronger effect | G-protein coupled receptor 55 (Homo sapiens) | actives 0.13% (n = 290,000) | inhibition, % at 10 µM, or IC50 in µM where a hit was titrated;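 active means spots per cell inhibited over 60%, with over 100 cells counted and total cytoplasm intensity under 500,000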;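 further: U2OS cells stably carrying GPR55 and arrestin-GFP stimulated by 5 µM LPI near EC80; imaged beta-arrestin-GFP aggregate spots per cell after agonist stimulation; plate controls were LPI-stimulated DMSO wells for no effect and DMSO wells without LPI for full effect; some results filed as inactive read as strong as hits; confirmed hits need IC50 under 10 µM and bright autofluorescent wells are also inconclusive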
AID2073 – inhibitors of Mint1-CaV2.2 protein interaction, biochemical, HTRF (AID 2073); Voltage-dependent N-type calcium channel subunit alpha-1B (Homo sapiens); HTRF protein-protein interaction, Mint1-CaV2.2; higher % means a stronger effect; one-dose inhibition, % at 20 µM; IC50 in µM for titrated hits; actives 0.19% (n = 290,000); in the data active means inhibition mostly above about 51%, no sharp cut-off; further: some results filed as inactive read as strong as hits
HIV fusion peptide – inhibitors of HIV fusion peptide binding, primary screen, biochemical, uHTS, fluorescence dequenching (AID 1986); actives 0.3% (n = 290,000); inhibition, % at 20 µM, or IC50 in µM where a hit was titrated; cell-free peptide binding, fluorescence dequenching, 30 min; higher % means a stronger effect; in the data active means inhibition mostly above about 52%, no sharp cut-off; inactive means mostly below about 76%; further: some results filed as inactive read as strong as hits
KOR beta-arrestin-1 – KOR agonists, beta-arrestin recruitment, primary screen, cell-based, luminescence, uHTS (AID 1777); activation, % at 10 µM, or EC50 in µM where a hit was titrated; KOR beta-arrestin recruitment, luminescence; higher % means a stronger effect; actives 0.02% (n = 280,000); Kappa-type opioid receptor (Homo sapiens); in the data active means activation above about 50%, passing the limit was not always enough; further: a part of the inactive calls stands beside numbers as strong as those of hits
KOR beta-arrestin-2 – KOR antagonists, beta-arrestin recruitment, cell-based, luminescence, uHTS (AID 1778) | KOR beta-arrestin recruitment, luminescence, antagonist mode; higher % means a stronger effect | inhibition, % at 10 µM; hits with a dose series show IC50 in µM | actives 0.091% (n = 290,000); in the data active means inhibition above about 50%; further: strong numbers were not always called active
GPR55 beta-arrestin – GPR55 agonists via beta-arrestin recruitment, primary screen, imaging, U2OS cells, beta-arrestin-GFP redistribution (AID 1961). G-protein coupled receptor 55 (Homo sapiens). U2OS GPR55 beta-arrestin-GFP redistribution imaging; higher % means a stronger effect. one-dose activation, % at 10 µM; EC50 in µM for titrated hits. actives 0.048% (n = 290,000);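 active means activation above 40% with more than 50 cells counted in the well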;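 further: U2OS osteosarcoma cells stably expressing GPR55 and beta-arrestin-GFP; plate controls were DMSO negative control for no effect and LPI positive control for full effect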
SIAH1 antagonists – Siah-1 peptide-binding antagonists, primary screen, biochemical, fluorescence polarization, rhodamine-plectin, uHTS (AID 1817) | E3 ubiquitin-protein ligase SIAH1 (Homo sapiens) | Siah-1 / rhodamine-plectin peptide fluorescence polarization; higher % means a stronger effect | displacement, % at 20 µM, or IC50 in µM where a hit was titrated | actives 0.02% (n = 290,000);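 active means displacement of at least 50% at 20 µM, with a fluorescence ratio check between 0.3 and a set limit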;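 further: plate controls were Siah plus tracer with DMSO for no effect and tracer alone without Siah for full effect; strong numbers were not always called active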
Starred values were filed as active, the others as inactive; x = no result given; [ ] = another dose, or the depositor's remark. These rows are one share of the data. The share of hits here may be higher or lower than overall.

SMILES	NOD1 inhibition	GPR35 antagonists	GPR55 antagonists	AID2073	HIV fusion peptide	KOR beta-arrestin-1	KOR beta-arrestin-2	GPR55 beta-arrestin	SIAH1 antagonists
CC(=O)c1ccc(OC(C)C)c(CSc2nc(O)cc(=O)[nH]2)c1	-3.0%	4.8%	0.1%	2.8%	-1.5%	-3.9%	0.3%	-0.2%	7.7%
C[C@H](NC(=O)c1cc2c(cn1)[nH]c1ccccc12)C(=O)O	5.4%	-4.1%	-3.5%	-18.9%	-1.8%	-4.3%	-10.9%	-0.1%	-4.0%
C#Cc1ccc([C@@H]2C=C(C(=O)OCC=C)O[C@H](OCc3ccc(CO)cc3)C2)cc1	-20.2%	-9.3%	5.4%	30.7%	6.6%	-0.3%	-26.0%	0.5%	-3.2%
CC1(C)CC2CC(C)(CN2S(=O)(=O)c2ccc(C(=O)Nc3ccc(S(=O)(=O)N4CCOCC4)cc3)cc2)C1 (configuration not stated)	37.4%	10.5%	2.9%	11.2%	-1.0%	3.2%	10.0%	-0.2%	8.6%
CC(=O)NCc1ccc(C(=O)CSc2nnc(-c3ccncc3)n2Cc2ccccc2)o1	-26.8%	2.1%	-9.4%	21.6%	18.1%	-1.3%	-12.3%	0.3%	0.0%
Cc1ccc(C)c(N2CCN(C(=O)C3CCCN(S(=O)(=O)c4cnc[nH]4)C3)CC2)c1 (configuration not stated)	-9.6%	-3.0%	-8.4%	-8.0%	-0.9%	-6.6%	16.7%	-0.1%	3.0%
CCC1CCCCN1S(=O)(=O)c1ccc(C(=O)Nc2nnc(C3CC3)o2)cc1 (configuration not stated)	-3.2%	7.4%	6.4%	10.5%	6.6%	11.6%	-20.9%	-0.1%	-4.7%
Cc1cccc(N2CCN(S(C)(=O)=O)CC2)c1C	-4.7%	19.3%	0.6%	-4.1%	-1.9%	-0.5%	1.4%	0.2%	2.8%
Cc1ccccc1Cn1c2ccccc2c2cn[nH]c(=O)c21	-11.8%	2.9%	33.0%	0.6%	-1.9%	0.4%	4.2%	0.6%	-0.7%
Cc1ccc(CNC(=O)C2CCN(S(=O)(=O)N3CCCC3)CC2)cc1	-15.2%	25.3%	5.3%	-3.6%	0.8%	-1.2%	-40.2%	-0.1%	-1.2%

Looked up above:
NOD1 inhibition, Cc1ccccc1Cn1c2ccccc2c2cn[nH]c(=O)c21 → -11.8%
KOR beta-arrestin-2, CC(=O)c1ccc(OC(C)C)c(CSc2nc(O)cc(=O)[nH]2)c1 → 0.3%
KOR beta-arrestin-2, C#Cc1ccc([C@@H]2C=C(C(=O)OCC=C)O[C@H](OCc3ccc(CO)cc3)C2)cc1 → -26.0%

Three entries from above, sorted by the value under HIV fusion peptide, rising:
canonical_smiles,HIV fusion peptide
Cc1cccc(N2CCN(S(C)(=O)=O)CC2)c1C,-1.9%
CC(=O)c1ccc(OC(C)C)c(CSc2nc(O)cc(=O)[nH]2)c1,-1.5%
CC1(C)CC2CC(C)(CN2S(=O)(=O)c2ccc(C(=O)Nc3ccc(S(=O)(=O)N4CCOCC4)cc3)cc2)C1 (configuration not stated),-1.0%

Carrying on.
SMILES	NOD1 inhibition	GPR35 antagonists	GPR55 antagonists	AID2073	HIV fusion peptide	KOR beta-arrestin-1	KOR beta-arrestin-2	GPR55 beta-arrestin	SIAH1 antagonists
COc1ccc(N2CCN(C(=O)CCc3ccc(S(=O)(=O)NC(C)(C)C)cc3)CC2)cc1	-10.1%	-8.9%	4.8%	-0.8%	-0.5%	1.9%	-17.4%	-0.1%	12.3%
COc1ccc(NC(=O)CC2Oc3ccccc3NC2=O)cc1 (configuration not stated)	-20.6%	-1.1%	-4.1%	-3.4%	0.2%	-1.4%	26.0%	0.6%	0.8%
Cc1csc(NC(=O)CSc2ccc3nnc(CCNS(=O)(=O)c4ccccc4)n3n2)n1	-29.8%	-9.8%	8.0%	-0.5%	0.8%	0.9%	-26.6%	0.5%	5.7%
O=c1c2[nH]c3cccc(Cl)c3c2ncn1CCN1CCCCC1	-26.2%	-1.1%	-1.3%	6.6%	-0.4%	-5.8%	-9.2%	-0.1%	-2.3%
O=C(CCl)NC(Cc1ccccc1)c1ccccc1 (configuration not stated)	x	-9.4%	5.6%	1.8%	-2.0%	0.1%	-4.7%	0.6%	9.4%
COc1ccc(Cl)cc1C(=O)NCCCn1ccnc1	-5.9%	12.0%	9.6%	7.0%	0.4%	2.7%	-44.3%[20 µM]	-0.1%	-2.7%
CCOc1ccc(CCNC(=O)COC(=O)c2cc(OC)cc(OC)c2)cc1OCC	-6.3%	-9.5%	7.6%	-5.9%	0.0%	-1.8%	23.7%	0.2%	10.2%
COc1ccccc1NC(=O)CN(c1ccccc1C)S(C)(=O)=O	-20.5%	5.9%	4.0%	-9.1%	-0.3%	-2.9%	-25.3%[20 µM]	-0.2%	3.6%
CSC(=NCc1cccnc1)NS(=O)(=O)c1cccs1	-19.0%	2.0%	1.4%	-0.5%	0.2%	-2.7%	3.1%	-0.2%	0.8%
Cc1ccc(S(=O)(=O)Nc2ccccc2C(=O)N2CCCCCC2)cc1	-1.3%	-12.5%	7.4%	-0.6%	-0.3%	-3.8%	-3.6%[20 µM]	-0.1%	-0.6%
CCN(CC)c1nc(C#N)nc(N(CC)CC)n1	-8.9%	4.6%	-10.9%	-4.8%	-3.0%	5.5%	1.1%	-0.1%	2.2%
O=[N+]([O-])c1ccc(COc2ccc(CNc3ccccc3)cc2)cc1	-35.0%	-1.1%	5.0%	-1.7%	-0.5%	8.8%	16.2%	0.1%	-4.2%
CCC(C)NC(=O)C1CCN(S(=O)(=O)c2cccs2)CC1 (configuration not stated)	-7.6%	-9.5%	-1.9%	-10.2%	-2.6%	-2.2%	-3.5%	0.0%	2.2%
COC(=O)c1c(NC(=O)CN2CCC(C)CC2)c2c(C)cccc2n1C	-9.4%	1.7%	3.0%	3.4%	-1.9%	-3.8%	15.8%	-0.2%	-0.3%
Cc1cccc(C=Nc2ccc3c4c(cccc24)CC3)c1O	-17.9%	9.9%	6.5%	7.8%	23.3%	0.7%	1.6%	0.2%	0.8%
CCCCC(=O)NC(=S)Nc1cccc(Cl)c1N1CCCCC1	10.1%	13.3%	11.5%	-14.2%	5.0%	-0.7%	34.9%	-0.2%	7.1%
COc1ccc(N/N=C(/C)c2cnnc(-c3ccccc3)n2)cc1	-32.2%	-14.1%	4.9%	-2.5%	4.0%	3.3%	-5.8%	-0.3%	0.1%
COC(=O)c1ccc(C(=O)NC(=S)Nc2nc3c(s2)CC(C)CC3)cc1 (configuration not stated)	9.5%	4.2%	-0.6%	9.6%	-1.3%	7.4%	-22.6%	-0.2%	7.5%
Cn1c(SCC(=O)NC2(C#N)CCCCC2)nnc1-c1cccnc1	-48.0%	-9.2%	12.6%	5.5%	0.0%	4.4%	29.6%	-0.1%	10.8%
COc1ccc(OC)c(N(CC(=O)N2CCc3ccccc3C2)S(C)(=O)=O)c1	17.4%	5.5%	-6.2%	1.2%	-0.1%	3.5%	1.4%	-0.1%	-2.7%
COc1cc(/C=C/C(=O)OCC(=O)NC(=O)NC(C)(C)C)ccc1O	-1.0%	-6.5%	-0.4%	16.0%	-0.3%	-1.7%	22.5%	-0.1%	4.7%
CC1Cc2ccccc2N1CC(=O)NC(=O)NCc1ccccc1 (configuration not stated)	-7.1%	3.7%	11.5%	-10.7%	-0.2%	-7.8%	3.2%	-0.2%	0.1%
O=C(COc1ccccc1)N1CCN(C(=O)Cc2ccccc2)CC1	-7.7%	-2.7%	1.9%	13.7%	-3.0%	4.4%	2.2%	-0.1%	1.7%
Cc1c(Br)c([N+](=O)[O-])nn1CC(=O)N1CCN(Cc2ccccc2)CC1	-39.9%	1.8%	10.6%	-4.3%	1.0%	x	2.1%[20 µM]	1.1%	4.2%
O=C(CN1C(=O)/C(=C/c2ccc(Cl)cc2)SC1=S)NC1C=CS(=O)(=O)C1 (configuration not stated)	-14.1%	-10.8%	14.8%	9.6%	-0.7%	-1.7%	-11.3%	-0.2%	2.5%
COc1ccccc1Oc1nc(C)c(C(C)=O)cc1C#N	-7.9%	8.1%	-7.7%	17.2%	-1.7%	-5.8%	22.1%	0.3%	4.0%
CCN1CCN(C(=O)CS(=O)(=O)Cc2nc(-c3ccccc3C)oc2C)CC1	18.3%	2.8%	7.2%	-0.6%	-1.2%	-1.9%	-14.0%	0.4%	1.0%
COc1ccccc1OCC(=O)O/N=C(\N)c1ccccn1	-2.2%	23.0%	5.6%	-7.1%	-2.7%	x	-5.6%	-0.1%	0.9%
COc1cc(NC(=O)C2CCCN2S(=O)(=O)c2cccc3cccnc23)cc(OC)c1OC (configuration not stated)	-22.7%	5.5%	8.7%	-3.9%	8.4%	-0.2%	-0.8%	-0.1%	3.1%
COc1ccc(C)cc1NC(=O)c1ccc(S(=O)(=O)N2CCCCC2)cc1	-2.9%	4.7%	7.5%	7.9%	-0.3%	1.1%	14.9%	0.1%	-3.7%
Cc1nn(Cc2ccc(F)cc2)c(C)c1NC(=O)c1nn(C)cc1Cl	-29.4%	0.7%	1.9%	-0.9%	-0.2%	-2.9%	-3.3%	0.1%	-1.1%
Cn1c(N)c(N=Nc2ccc(S(N)(=O)=O)cc2)c(=O)n(C)c1=O	-12.0%	6.5%	6.7%	24.0%	1.0%	2.0%	10.7%	0.2%	1.8%
COc1ccc(NC(=O)c2ccc(-c3ccc([N+](=O)[O-])cc3)o2)cc1	-21.4%	4.1%	-0.4%	-2.5%	-6.6%	-4.4%	-9.5%	-0.2%	-8.7%
CCC(=O)Nc1cc2c3c(c1)CCN3C(=O)CC2	-13.9%	13.3%	16.0%	14.6%	0.0%	0.4%	-48.6%	-0.3%	-0.1%
CC1(C)OC(=O)C(C(c2ccccc2)C(C#N)C(N)=O)=C(O)O1 (configuration not stated)	17.6%	4.9%	-2.9%	1.4%	0.5%	0.4%	-12.1%	-0.4%	-1.9%
O=C1/C(=C/c2ccccc2)SC(=S)N1C1CCS(=O)(=O)C1 (configuration not stated)	6.8%	-5.5%	9.4%	-24.3%	-1.6%	-4.0%	36.1%	0.3%	-0.9%
O=C(CN1C(=O)c2ccccc2S1(=O)=O)N1CCN(c2ccc(F)cc2)CC1	1.6%	-2.3%	6.5%	1.4%	-2.7%	-8.2%	10.4%	-0.1%	4.0%
NC(=O)C1CCN(C(=O)c2ccc3c(=O)n(Cc4ccco4)c(SCC(=O)c4ccccc4)nc3c2)CC1	-31.7%	0.7%	12.4%	-17.4%	2.5%	1.6%	-20.7%	-0.2%	-2.7%

Screening results (PubChem BioAssay)
